# From PubChem BioAssay
# PLAP inhibitors HTS: inhibition of human placental alkaline phosphatase – biochemical, luminescence, HTS (AID 690). purified PLAP, luminescent substrate; higher % means a stronger effect. one-dose inhibition, % at 20 µM; IC50 in µM for titrated hits. 0.08% of 96,000 active; in the data active means a potency from the dose series; inactive means the rest, 99 in 100 with inhibition below about 30%; further: strong numbers were not always called active
# Bcl-B displacement: displacers of TR3 peptide from Bcl-B, primary screen, selectivity assay for Bfl-1 inhibitor project, biochemical, fluorescence polarization | FP displacement of FITC-TR3 peptide from Bcl-B; higher % means a stronger effect | one-dose displacement, % at 20 µM; IC50 in µM for titrated hits | 0.11% of 96,000 active | AID 748;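 active means displacement above 50% at 20 µM plus a fluorescence interference ratio under 1.5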;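 further: plate controls were wells without compound for no effect and wells lacking Bcl-B protein for full effect; a part of the inactive calls stands beside numbers as strong as those of hits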
# MRP reversal: reverses drug resistance mediated by MRP. differential viability (reversal), % at 10 µM. 0.04% of 85,000 active. AID 602. H69AR cells + 2 uM doxorubicin, CellTiter-Glo, 72 h;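 active means viability drop by adding the cancer drug above about 55%, with treated viability meeting a 40% cutoff, limit read from the data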;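 further: viability without doxorubicin minus viability with 2 µM doxorubicin for each compound; larger differential means the compound sensitizes cells more to doxorubicin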
# IL1B NFkB inh: blocks IL-1B driven NFkB nuclear translocation in HUVEC cells; HUVEC IL-1B NFkB p65 nuclear translocation imaging; inhibition, % at 2 µM; 0.43% of 94,000 active;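 active means inhibition above about 30% together with a positive call from visual inspection of the well image, limit read from the data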;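 further: nuclear over cytoplasmic p65 intensity ratio measured by imaging; 0% = IL-1B stimulated DMSO wells and 100% = unstimulated DMSO wells; values of inactives mirror those of a sister screen read the other way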
# IL1B NFkB pot: enhances IL-1B driven NFkB nuclear translocation. activation, % at 2 µM. 0.3% of 94,000 active. HUVEC IL-1B NFkB p65 nuclear translocation imaging. AID 819;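 active means activation above 40%, about the mean plus 3 SD, also judged a hit on visual image review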;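 further: percent activation is computed from the nuclear over cytoplasmic p65 intensity ratio; values of inactives mirror those of a sister screen read the other way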
# MRP reversal cytotoxicity: second read-out of MRP reversal, no call of its own (marks repeat the call); viability, %; H69AR cells, CellTiter-Glo, 72 h; measured here: cytotoxicity without doxorubicin
# MRP reversal with doxorubicin: second read-out of MRP reversal, no call of its own (marks repeat the call); viability, %; measured here: viability with 2 uM doxorubicin; stronger effect = lower value
# IL1B NFkB inh cell count 2 µM: second read-out of IL1B NFkB inh, no call of its own (marks repeat the call); cell count; measured here: cells passing quality filter;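 raw number of nuclei counted in each imaged well without normalization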
# IL1B NFkB pot cell count 2 µM: recorded beside IL1B NFkB pot, whose call it bears; cell count; measured here: cells passing quality filter
# The depositor's hits bear a star; / = not tested or not shown. Not all compounds are listed; count on the stated rates, not on these rows.
SMILES,PLAP inhibitors HTS,Bcl-B displacement,MRP reversal,MRP reversal cytotoxicity,MRP reversal with doxorubicin,IL1B NFkB inh,IL1B NFkB inh cell count 2 µM,IL1B NFkB pot,IL1B NFkB pot cell count 2 µM
Cc1ccc2nsnc2c1S(=O)(=O)Nc1cccc2nsnc12,-27%,24%,16,90,74,23,144,-23,144
O=C(Nc1ccccc1F)c1ccc(S(=O)(=O)NCC2CCCO2)cc1 (centres undefined),21%,4%,1,95,95,3,96,-3,96
O=c1c2ccccc2nnn1CSc1nc2cc(Cl)ccc2c(=O)n1Cc1ccco1,/,/,-2,28,30,-3,134,3,134
O=S(=O)(c1ccc(S(=O)(=O)N2CCCC2)cc1)N1CCCCCC1,13%,9%,3,95,92,-15,141,15,141
CCOc1ccc(C(=O)CN2CCN(S(=O)(=O)c3ccc(Br)cc3)CC2)cc1,10%,7%,/,/,/,4,92,-4,92
CCOC(=O)Cc1cnc(NC(=O)Cn2nnc(-c3ccc(OCC)cc3)n2)s1,-28%,-25%,3,97,93,8,179,-8,179
C/C(CC(=O)Nc1ccc(Cl)cc1Cl)=N\NC(N)=S,-42%,1%,/,/,/,10,156,-10,156
Cc1c(N2C(=O)c3cccc4cccc(c34)C2=O)c(=O)n(-c2ccccc2)n1C,-12%,-14%,-6,99,105,-13,69,13,69
COc1ccc(C2CC(C(F)(F)F)n3ncc(C(=O)O)c3N2)cc1OC (centres undefined),-6%,-9%,2,94,91,-4,155,4,155
CC(C)Cn1c(-c2ccc(Cl)cc2)cnc1SCC(=O)N1CCOCC1,-36%,7%,-25,63,88,-5,109,5,109
CCC(Oc1ccccc1)C(=O)N1CCN(CC)CC1 (centres undefined),4%,7%,-4,96,100,-1,169,1,169
Nc1nc(C2CC2)c(Sc2sc(N)nc2C2CC2)s1,26%,-3%,-18,61,79,3,57,-1,57
COCCn1c(=S)[nH]c2cc(C(=O)NC(C)C)ccc2c1=O,10%,-17%,/,/,/,-1,168,1,168
CC(=O)Nc1nc(=O)c2ccccc2s1,2%,0%,-10,80,90,13,134,-13,134
Cc1ccc(N=C2CCCCCN2C)c(C#N)c1,/,/,-7,92,99,-3,134,3,134
C=C(C)CSc1nc2ncc(Cl)cc2[nH]1,8%,2%,-11,90,101,5,95,-5,95
O=C(Nc1cccnc1Cl)C1c2ccccc2Oc2ccccc21,8%,-2%,14,91,77,-9,163,9,163
CCOC(=O)c1c(N)nn(C(=O)CC)c1-c1ccccc1,/,/,/,/,/,13,88,-13,88
CCCOC(=O)C1C2C=CC3(CN(c4cccc(Cl)c4)C(=O)C13)O2 (centres undefined),10%,-2%,10,93,83,-5,62,5,62
O=C(COc1ncnc2sccc12)N1CCc2ccccc2C1,-10%,-8%,10,94,84,6,114,-6,114

# 12 entries out of the list, sorted by count of non-hydrogen atoms, highest first:
SMILES,PLAP inhibitors HTS,Bcl-B displacement,MRP reversal,MRP reversal cytotoxicity,MRP reversal with doxorubicin,IL1B NFkB inh,IL1B NFkB inh cell count 2 µM,IL1B NFkB pot,IL1B NFkB pot cell count 2 µM
O=c1c2ccccc2nnn1CSc1nc2cc(Cl)ccc2c(=O)n1Cc1ccco1,/,/,-2,28,30,-3,134,3,134
Cc1c(N2C(=O)c3cccc4cccc(c34)C2=O)c(=O)n(-c2ccccc2)n1C,-12%,-14%,-6,99,105,-13,69,13,69
CCOc1ccc(C(=O)CN2CCN(S(=O)(=O)c3ccc(Br)cc3)CC2)cc1,10%,7%,/,/,/,4,92,-4,92
COc1ccc(C2CC(C(F)(F)F)n3ncc(C(=O)O)c3N2)cc1OC (centres undefined),-6%,-9%,2,94,91,-4,155,4,155
CCCOC(=O)C1C2C=CC3(CN(c4cccc(Cl)c4)C(=O)C13)O2 (centres undefined),10%,-2%,10,93,83,-5,62,5,62
Cc1ccc2nsnc2c1S(=O)(=O)Nc1cccc2nsnc12,-27%,24%,16,90,74,23,144,-23,144
COCCn1c(=S)[nH]c2cc(C(=O)NC(C)C)ccc2c1=O,10%,-17%,/,/,/,-1,168,1,168
CCOC(=O)c1c(N)nn(C(=O)CC)c1-c1ccccc1,/,/,/,/,/,13,88,-13,88
CCC(Oc1ccccc1)C(=O)N1CCN(CC)CC1 (centres undefined),4%,7%,-4,96,100,-1,169,1,169
Nc1nc(C2CC2)c(Sc2sc(N)nc2C2CC2)s1,26%,-3%,-18,61,79,3,57,-1,57
Cc1ccc(N=C2CCCCCN2C)c(C#N)c1,/,/,-7,92,99,-3,134,3,134
C=C(C)CSc1nc2ncc(Cl)cc2[nH]1,8%,2%,-11,90,101,5,95,-5,95

# Further results follow.
SMILES,PLAP inhibitors HTS,Bcl-B displacement,MRP reversal,MRP reversal cytotoxicity,MRP reversal with doxorubicin,IL1B NFkB inh,IL1B NFkB inh cell count 2 µM,IL1B NFkB pot,IL1B NFkB pot cell count 2 µM
CCOC(=O)C(NC(=O)Nc1ccc(F)cc1)(OCC)C(F)(F)F (centres undefined),17%,-14%,-4,84,88,6,123,-6,123
Cc1nc2nc(-c3ccco3)[nH]n2c(=O)c1C,4%,10%,-16,84,100,4,201,-4,201
C/C(=N\NC(=O)CC1N=C(Cc2ccccc2)NNC1=O)c1ccc(Cl)cc1Cl (centres undefined),-32%,-9%,-12,69,82,-12,156,12,156
CCc1nn(CC(=O)NCCCN(CC)Cc2ccccc2)c(=O)c2cc3sccc3n12,-44%,-3%,16,88,72,11,195,-11,195
O=C1C2C3C=CC(C3)C2C(=O)N1c1ccc(Cc2ccncc2)cc1 (centres undefined),6%,10%,15,100,84,-3,157,3,157
CCC(Sc1nc(-c2ccccc2)c(C#N)c(=O)[nH]1)C(=O)Nc1nnc(C)s1 (centres undefined),-7%,3%,/,/,/,-4,139,4,139
CCOC(=O)c1noc(C)c1C(=O)Nc1cccc(F)c1,-4%,-3%,/,/,/,-15,115,15,115
COC(=O)c1ccc(Cn2nc(C)c(Br)c2C)cc1,-8%,-1%,10,89,79,22,177,-22,177
Nc1nc(=S)[nH]c2c1C1(CCCC1)Cc1ccccc1-2,2%,-2%,/,/,/,-15,122,15,122
O=C1CCc2cc(S(=O)(=O)NC(C(=O)NCc3cccnc3)c3ccccc3)ccc2N1 (centres undefined),8%,3%,2,95,93,-30,181,30,181
CCn1cc(C(=O)N2CCCCC2)c(=O)c2cc(S(=O)(=O)N3CCC(C)CC3)ccc21,-55%,10%,20,90,71,-2,187,2,187
CC(C)(C)NS(=O)(=O)c1ccc(Oc2ncc(C(F)(F)F)cc2Cl)cc1,9%,-1%,/,/,/,-8,154,8,154
O=c1ccn(-c2cccc(C(F)(F)F)c2)nc1-c1ccn(-c2cccc(Cl)c2)n1,-24%,-1%,/,/,/,-5,126,5,126
Cc1ccc2c(c1)[C@@H]1CN(C)CC[C@@H]1N2S(=O)(=O)c1ccc(F)cc1,-28%,10%,/,/,/,7,127,-7,127
COc1ccc(NC(=O)CCc2c(C)nc3nc(C)nn3c2C)cc1,9%,0%,4,93,89,-12,161,12,161
Cc1ccc(S(=O)(=O)NC2CCOC(C)(C)C2)cc1 (centres undefined),20%,-4%,-19,71,90,9,137,-9,137
O=C(N1CCCC1)C12CC3CC(CC(C3)C1)C2,/,/,-1,102,103,-27,109,27,109
Cc1ccc(N(CC(=O)NCc2ccco2)S(=O)(=O)c2ccccc2)cc1,-53%,6%,5,88,83,-9,147,9,147
COc1ccc(OC)c(NC(=O)C(CC(=O)O)Cc2ccc(Cl)cc2)c1 (centres undefined),-29%,0%,-3,90,93,-4,171,4,171
CCOc1ccc(C(=O)OCc2nnc(-c3cccs3)o2)cc1OC,-37%,-8%,-3,87,89,0,113,0,113

# Given as tab-separated lines: 2 of the compounds above.
canonical_smiles	PLAP inhibitors HTS	Bcl-B displacement	MRP reversal	MRP reversal cytotoxicity	MRP reversal with doxorubicin	IL1B NFkB inh	IL1B NFkB inh cell count 2 µM	IL1B NFkB pot	IL1B NFkB pot cell count 2 µM
Cc1ccc(N(CC(=O)NCc2ccco2)S(=O)(=O)c2ccccc2)cc1	-53%	6%	5	88	83	-9	147	9	147
COc1ccc(OC)c(NC(=O)C(CC(=O)O)Cc2ccc(Cl)cc2)c1 (centres undefined)	-29%	0%	-3	90	93	-4	171	4	171

# Additional records follow.
SMILES,PLAP inhibitors HTS,Bcl-B displacement,MRP reversal,MRP reversal cytotoxicity,MRP reversal with doxorubicin,IL1B NFkB inh,IL1B NFkB inh cell count 2 µM,IL1B NFkB pot,IL1B NFkB pot cell count 2 µM
Cn1cc(-c2nnnn2-c2ccc(Cl)cc2)c(C(F)(F)F)n1,-10%,0%,/,/,/,/,/,/,/
Cc1c(NC(=O)C(C)OC(=O)C(NC(=O)c2ccco2)C(C)C)c(=O)n(-c2ccccc2)n1C (centres undefined),-30%,1%,-13,90,103,-4,157,5,157
CC(C)(C)NC(=O)C(c1ccncc1)N(Cc1cccs1)C(=O)Cn1nnc(-c2cccs2)n1 (centres undefined),-46%,-92%,0,81,81,-8,170,8,170
Cc1cc(NC(=O)CCC(=O)N(CC(=O)NCC2CCCO2)Cc2ccc(F)cc2)no1 (centres undefined),/,/,-1,97,98,-4,127,4,127
COc1ccc(NCCC#N)cc1,16%,10%,/,/,/,-7,209,7,209
CCN(CC)CCCCCOc1ccccc1OC,-25%,-11%,10,96,85,10,184,-10,184
CCCCNC(=O)C1c2ccccc2C(=O)N(c2ccc(OC)cc2)C1c1ccc(OC)cc1 (centres undefined),-88%,-10%,-13,45,58,0,134,0,134
C=CCNC(=O)C(=O)c1cccn1-c1ccsc1C(=O)OC,9%,-27%,1,100,99,/,/,/,/
COc1ccc(N(C(=O)c2ccco2)C(C(=O)NC2CCCCC2)c2cccs2)cc1OC (centres undefined),/,/,1,84,82,-13,86,13,86
Cc1nn(C)c(C)c1CNC(=O)c1cnn2c1NC(c1ccccc1)CC2C(F)(F)F (centres undefined),-44%,8%,2,90,88,4,189,-4,189
CS(=O)(=O)N(CC(=O)N1CCCCCC1)c1ccc(Br)cc1,-28%,0%,5,93,88,-3,165,3,165
CCOC(=O)N1CCN(C(=O)c2cnc(Nc3ccccc3OC)c3ccccc23)CC1,-36%,-11%,0,74,74,/,/,/,/
COc1ccc(-n2c3c(cc(C(=O)N4CCN(CCO)CC4)c2=O)C(=O)CC(C)(C)C3)cc1,6%,10%,22,93,71,-7,54,7,54
COc1ccc(OC)c(C(=O)COC(=O)CNC(=O)C2CCCCC2)c1,-19%,-8%,-11,92,103,-8,191,8,191
CC(C)(C)S(=O)(=O)c1cnc2c(-c3ccc(F)cc3)cnn2c1N,2%,7%,/,/,/,-7,166,7,166
Cc1ccc(OCC(=O)Nn2cnnc2)c(Br)c1,/,/,14,101,87,-12,113,12,113
CCOC(=O)C1CCCN(C(=O)c2sc3nc(C)nc(N4CCOCC4)c3c2C)C1 (centres undefined),-48%,8%,2,91,89,-8,226,8,226
COc1ccc(NC(=O)c2ccco2)cc1NC(=O)c1ccco1,23%,0%,4,98,94,/,/,/,/
COC(=O)c1ccn(C(=O)c2ccc(Cl)cc2)n1,-4%,-6%,-2,94,96,-1,125,1,125
CCN1C(=O)/C(=C\N(C(C)=O)c2ccccc2)OC1=S,/,/,-11,63,74,5,117,-5,117
Cc1ccc(NC(=S)NCCC(c2ccccc2)c2ccccc2)c(C)c1,-44%,20%,/,/,/,-2,143,2,143
CCOC(=O)NC1(C(F)(F)F)C(=O)N(Cc2ccccn2)C2=C1C(=O)CC(C)(C)C2 (centres undefined),-21%,-4%,6,97,91,-1,157,1,157
COc1ccc(N(CC(=O)NCC2CCCO2)C(=O)CCC(=O)Nc2nccs2)cc1 (centres undefined),/,/,7,92,85,-2,114,2,114
O=S(=O)(Cc1ccccc1Cl)N1CCN(Cc2ccc3c(c2)OCO3)CC1,-41%,-1%,/,/,/,-14,177,14,177
O=C(CS(=O)(=O)c1cccc(C(F)(F)F)c1)Nc1ccccc1Cl,18%,-9%,/,/,/,-11,115,11,115
O=C(Nc1ccc(-c2nc3ncccc3o2)cc1)c1ccco1,4%,-7%,-10,89,99,-6,128,6,128
